Screens deposited in PubChem BioAssay by several laboratories.
NOD1 inhibition: NOD1 signaling inhibitors, primary screen, cell-based, luminescence, uHTS (AID 1578); NOD1-driven NF-kB luciferase reporter cells, luminescence; higher % means a stronger effect; inhibition, % at 4 µM, or EC50 in µM where a hit was titrated; actives 1% (n = 290,000); in the data active means inhibition mostly above about 36%, no sharp cut-off; inactive means mostly below about 34%;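 further: HEK-293T reporter cells stimulated with the NOD1 agonist gamma-tri-DAP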
UTI89 phage lysis: inhibition of K1F phage lysis, E. coli UTI89, bacterial capsule biogenesis inhibitors, alamar blue (AID 488966) | E. coli UTI89 K1F phage lysis, alamar blue, 2 h; higher % means a stronger effect | inhibition, % at 100 µM, or IC50 in µM where a hit was titrated | actives 0.02% (n = 340,000);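 active means phage lysis inhibition, versus mean bacterial control, above a set limit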;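 further: capsule biogenesis inhibitors block K1F phage lysis so surviving cells raise fluorescence; higher fluorescence means more inhibition of phage lysis; actives were called in the ten point dose series up to 300 µM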
KOR beta-arrestin-1: KOR antagonists, beta-arrestin recruitment, cell-based, luminescence, uHTS (AID 1778). Kappa-type opioid receptor (Homo sapiens). KOR beta-arrestin recruitment, luminescence, antagonist mode; higher % means a stronger effect. inhibition, % at 10 µM, or IC50 in µM where a hit was titrated. actives 0.091% (n = 290,000); in the data active means inhibition above about 50%; further: strong numbers were not always called active
GPR55 LPI antagonism: GPR55 antagonists blocking LPI-driven arrestin recruitment, primary screen, imaging, U2OS, beta-arrestin-GFP, LPI agonist (AID 2013); G-protein coupled receptor 55 (Homo sapiens); U2OS GPR55 beta-arrestin-GFP translocation imaging, LPI antagonism; higher % means a stronger effect; inhibition, % at 10 µM, or IC50 in µM where a hit was titrated; actives 0.13% (n = 290,000);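 active means spots per cell inhibited over 60%, with over 100 cells counted and total cytoplasm intensity under 500,000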;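 further: U2OS cells stably carrying GPR55 and arrestin-GFP stimulated by 5 µM LPI near EC80; imaged beta-arrestin-GFP aggregate spots per cell after agonist stimulation; plate controls were LPI-stimulated DMSO wells for no effect and DMSO wells without LPI for full effect; some results filed as inactive read as strong as hits; confirmed hits need IC50 under 10 µM and bright autofluorescent wells are also inconclusive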
GPR55 beta-arrestin: GPR55 agonists via beta-arrestin recruitment, primary screen, imaging, U2OS cells, beta-arrestin-GFP redistribution (AID 1961) | G-protein coupled receptor 55 (Homo sapiens) | U2OS GPR55 beta-arrestin-GFP redistribution imaging; higher % means a stronger effect | one-dose activation, % at 10 µM; EC50 in µM for titrated hits | actives 0.048% (n = 290,000);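 active means activation above 40% with more than 50 cells counted in the well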;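 further: U2OS osteosarcoma cells stably expressing GPR55 and beta-arrestin-GFP; plate controls were DMSO negative control for no effect and LPI positive control for full effect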
GPR35 arrestin U2OS: GPR35 antagonists blocking zaprinast-driven arrestin recruitment, primary screen, imaging, U2OS, beta-arrestin-GFP, zaprinast agonist (AID 2058). actives 0.052% (n = 290,000). U2OS GPR35 beta-arrestin-GFP translocation imaging, zaprinast antagonism; higher % means a stronger effect. G-protein coupled receptor 35 (Homo sapiens). inhibition, % at 10 µM; hits with a dose series show IC50 in µM;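 active means inhibition of at least 50% with at least 30 cells and total cytoplasm GFP at most 10,000,000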
KOR beta-arrestin-2: KOR agonists, beta-arrestin recruitment, primary screen, cell-based, luminescence, uHTS (AID 1777). Kappa-type opioid receptor (Homo sapiens). one-dose activation, % at 10 µM; EC50 in µM for titrated hits. actives 0.02% (n = 280,000). KOR beta-arrestin recruitment, luminescence; higher % means a stronger effect; in the data active means activation above about 50%, passing the limit was not always enough; further: a part of the inactive calls stands beside numbers as strong as those of hits
Rac1 GTP hydrolysis: MgcRacGAP GTPase-activating activity inhibitors, confirmation, biochemical, ADP Hunter fluorescence | Rac GTPase-activating protein 1 (Homo sapiens) | AID 624330, 2012 | actives 0.6% (n = 340,000) | one-dose inhibition, % at 30 µM; IC50 in µM for titrated hits | MgcRacGAP-stimulated Rac1 GTP hydrolysis, ADP Hunter fluorescence; higher % means a stronger effect; GST-tagged Rac1 F28L mutant substrate;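 active means first-screen hits whose inhibition reached a set limit at any dose in the follow-up dose series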;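 further: fluorescence reports GDP produced by GAP-driven GTP hydrolysis; strong numbers were not always called active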
NTR1 agonist: agonists of NTR1, primary screen, imaging, U2OS cells, beta-arrestin-GFP, high content (AID 493036) | NTR1-U2OS beta-arrestin-GFP spot imaging, agonist mode | activation, % at 20 µM | actives 0.17% (n = 330,000);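 active means activation at or above 40% of the spot to cytoplasm intensity ratio, with at least 20 cells analyzed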;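 further: 0% = DMSO without peptide and 100% = 100 nM NTR1 peptide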
Target sequence (P30989 whole entry, looked up): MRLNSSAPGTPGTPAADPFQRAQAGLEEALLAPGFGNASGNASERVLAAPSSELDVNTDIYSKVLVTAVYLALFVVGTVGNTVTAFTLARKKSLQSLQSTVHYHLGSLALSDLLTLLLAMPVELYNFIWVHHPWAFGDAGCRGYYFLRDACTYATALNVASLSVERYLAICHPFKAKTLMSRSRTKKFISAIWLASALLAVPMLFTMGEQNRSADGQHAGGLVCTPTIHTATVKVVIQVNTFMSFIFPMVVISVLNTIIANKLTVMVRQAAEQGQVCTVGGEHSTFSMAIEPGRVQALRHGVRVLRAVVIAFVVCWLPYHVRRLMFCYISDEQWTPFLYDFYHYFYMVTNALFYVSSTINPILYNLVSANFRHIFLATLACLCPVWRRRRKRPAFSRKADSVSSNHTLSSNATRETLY
NTR1 agonist cell count 20 µM: also measured in NTR1 agonist; calls as there; cell count; measured here: cell count, cytotoxicity flag
Active calls of the source: *; i = inactive; nt = no result given; [ ] = dose if it differs, or a comment.

Second line of a record: NTR1 agonist, GPR55 beta-arrestin, UTI89 phage lysis, KOR beta-arrestin-1, KOR beta-arrestin-2, Rac1 GTP hydrolysis, NOD1 inhibition, GPR35 arrestin U2OS, GPR55 LPI antagonism, NTR1 agonist cell count 20 µM
#1 Cc1cc2ncn(S(=O)(=O)c3ccc(S(=O)(=O)N4CCOCC4)cc3)c2cc1C
  2.1, -0.1%, -0.2%, 28%, -5.3%, 8%, nt, 10%, 4%, 87
#2 CCc1nnc(NC(=O)c2ccc(S(=O)(=O)N(CCOC)CCOC)cc2)s1
  -0.4, -0.1%, -2.3%, -8%, -1.6%, 4%, -12%, 18%, 0%, 111
#3 CC1(C)CC(=O)c2sc(NC(=O)C3COc4ccccc4O3)nc2C1 (stereo not drawn)
  0.7, -0.3%, 0.1%, -2%, -2.8%, -1%, -27%, 5%, -8%, 100
#4 CCC(C)[C@@H](CN(N=O)[C@@H](Cc1ccccc1)CN(C)N=O)N(CCc1ccccc1)N=O (stereo partly drawn)
  -1.7, -0.1%, i, -8%, -1.5%, 7%, -23%, 6%, 20%, 86
#5 CCCCOCCCNC(=O)C1CCCCC1
  0.5, 1.0%, 0.7%, 7%, -4.4%, 7%, -4%, -6%, -3%, 59
#6 Cc1scc(C(=O)N/N=C/c2ccco2)c1C
  -1.7, 0.4%, -0.1%, 41%, -5.3%, 6%, -24%, -4%, 16%, 109
#7 CC1(C)CC2CC(C)(CN2S(=O)(=O)c2ccc(C(=O)Nc3cc(S(=O)(=O)N4CCOCC4)ccc3Cl)cc2)C1 (stereo not drawn)
  1.0, 36%, 2.6%[50 µM], -16%, 5.6%, 8%, 6%, 2%, 10%, 53
#8 Cc1cccc2c1NC(=O)C21OCC(CO)([N+](=O)[O-])CO1 (stereo not drawn)
  0.1, -0.1%, 0.6%, -10%, -2.6%, 6%, -12%, 19%, -10%, 85
#9 CCOC(=O)CSC1=C(C#N)C(c2ccc(C)cc2)C(C(=O)OC)C(=O)N1 (stereo not drawn)
  9.5, 0.3%, -3.4%, 2%, 4.2%, 6%, 5%, -4%, 0%, 53
#10 C/C(=N\NC(=O)COc1ccccc1-c1ccccc1)c1ccc(O)cc1O
  24, 0.0%, 0.0%, -14%, 5.9%, 13%, 24%, -12%, -1%, 62
#11 Cc1cccc(-n2cc(CN3CCN(c4ccccn4)CC3)c(-c3cccc(F)c3)n2)c1
  0.0, 0.2%, 0.7%, -19%, -3.7%, 5%, -26%, -10%, 2%, 61
#12 CCCOc1ccc(N2C(=O)CC(SCc3nc4ccccc4[nH]3)C2=O)cc1 (stereo not drawn)
  -1.2, -0.1%, -0.4%, -26%[20 µM], nt, -1%, -3%, 8%, 12%, 85
#13 O=C(NC(=S)Nc1cccc(NC(=O)c2ccccc2Cl)c1)c1cccs1
  6.0, -0.3%, 1.5%[50 µM], 6%, 14%, 6%, -17%, -8%, 4%, 67
#14 O=C(c1ccc(S(=O)(=O)N2CCC(c3nc4ccccc4s3)CC2)cc1)N1CCOCC1
  2.2, -0.2%, 1.6%, -11%, 5.8%, 2%, 20%, -12%, -8%, 82
#15 CC(=O)OC12CC3CC(C1)C(=NO)C(C3)C2
  1.5, -0.1%, 0.2%, -12%, -3.3%, 9%, -10%, 1%, 8%, 52

Along the list, quoted from above:
Nos. 1 to 5 in GPR55 LPI antagonism read 4%, 0%, -8%, 20%, -3%
Nos. 1 to 5 in Rac1 GTP hydrolysis read 8%, 4%, -1%, 7%, 7%

(list continues)
Second line of a record: NTR1 agonist, GPR55 beta-arrestin, UTI89 phage lysis, KOR beta-arrestin-1, KOR beta-arrestin-2, Rac1 GTP hydrolysis, NOD1 inhibition, GPR35 arrestin U2OS, GPR55 LPI antagonism, NTR1 agonist cell count 20 µM
#16 COc1ccc(N2CCN(C(=S)Nc3ccc(C)cc3C)CC2)cc1
  -0.9, -0.2%, 0.1%, -1%[20 µM], nt, -13%, -30%, 12%, 0%, 75
#17 NS(=O)(=O)c1ccc(CNC(=O)C2(c3ccc(Cl)cc3)CC2)cc1
  -0.1, -0.5%, 0.3%, -6%, -4.9%, 5%, -12%, -9%, 0%, 54
#18 CCOC(=O)C1CCN(C(=O)Cn2ncc3c([nH]c4ccccc43)c2=O)CC1
  0.3, -0.3%, 0.4%, -37%, 0.5%, 16%, -16%, 2%, 4%, 55
#19 Cc1cc(C)nc(SCC(=O)Nc2ccc(S(=O)(=O)Nc3cc(C)on3)cc2)n1
  0.0, -0.1%, 0.1%, -21%, 1.6%, 7%, -3%, -6%, -1%, 56
#20 Cc1ccccc1CNC(=O)c1ccc2nc(N3CCOCC3)sc2c1
  0.5, -0.1%, 0.2%, -15%[20 µM], -1.5%, 8%, -6%, -3%, -4%, 56
#21 Cc1cc(C)nc(SC(C(=O)O)c2ccccc2)n1 (stereo not drawn)
  -1.4, -0.2%, 0.9%, 4%, 1.4%, -7%, -30%, -8%, 3%, 56
#22 Cc1ccc(N2C(=O)C(Cl)=C(N3CCN(C)CC3)C2=O)c(C)c1
  0.1, -0.1%, -0.5%, 6%, 6.8%, 13%, -8%, -2%, 8%, 43
#23 O=c1oc2ccc(Cl)cc2nc1/C=C(\O)c1ccco1
  -0.5, -0.2%, 3.0%, 11%, -2.9%, 25%, 0%, 9%, -6%, 46
#24 COc1cc(/C=C/c2cc(C(F)(F)F)[nH]c(=O)n2)cc(OC)c1OC
  2.0, 0.7%, -1.4%, 3%[20 µM], nt, 9%, 87%*, -3%, -7%, 101
#25 CC(C)NC(=O)/C(C#N)=C/c1cccc(NC(=O)c2ccccc2Cl)c1
  6.1, 0.7%, -3.8%, -1%, 5.3%, 9%, -14%, 0%, 35%, 73
#26 CCCCNC(=O)Cn1nc([N+](=O)[O-])c([N+](=O)[O-])c1C
  2.1, -0.2%, -7.8%, 26%, 6.0%, 2%, 5%, -7%, 2%, 51
#27 Cc1cc(C)nc(SCCn2c(N(C)Cc3ccccc3)nc3c2c(=O)n(C)c(=O)n3C)n1
  7.0, -0.2%, -2.2%, 16%, -0.7%, 5%, 21%, -4%, nt, 49
#28 NS(=O)(=O)c1cc2c(cc1Cl)NC(C(Cl)Cl)NS2(=O)=O (stereo not drawn)
  1.8, 0.1%, 0.7%, 10%, -4.9%, -11%, -14%, 4%, 10%, 56
#29 Cc1nnc2sc(SCC(=O)Nc3ccc(Br)cc3)nn2c1=O
  1.5, -0.3%, 0.4%, 20%, -11%, 11%, -4%, 24%, 4%, 54
#30 CCOc1ccc2ccccc2c1C(=O)N1CCOCC1
  -1.1, 0.1%, 6.2%, -25%, -2.7%, -5%, 12%, 10%, 15%, 55
#31 O=C(Cn1ncc2c(=O)oc3ccccc3c21)NCC1CCCO1 (stereo not drawn)
  1.1, 0.3%, 0.0%, 22%, -0.1%, 4%, -20%, 0%, 11%, 41
#32 Cn1c(SCC(=O)N2CCN(Cc3ccccc3)CC2)nnc1-c1ccncc1
  3.2, -0.2%, 2.8%, -5%, -1.8%, 9%, -7%, -16%, 14%, 72
#33 CCc1cccc(C)c1NC(=O)Nc1c(Br)cnn1C
  2.8, 0.7%, 0.3%, 19%, -2.8%, 6%, 0%, 23%, 3%, 53
#34 O=S(=O)(Cc1ccccc1)Oc1ccccc1
  0.9, -0.1%, 0.2%, -5%, 0.5%, 5%, -9%, -3%, -14%, 87
#35 CCC(=O)N1CCc2cc(S(=O)(=O)NCCc3ccc(S(N)(=O)=O)cc3)ccc21
  0.3, -0.2%, 0.1%, -3%, -8.7%, -3%, -2%, -13%, 13%, 51
#36 O=C(COc1ccc2c3c(c(=O)oc2c1)CCCC3)N[C@@H](Cc1ccccc1)C(=O)O
  -1.9, -0.1%, -0.3%, -19%[20 µM], nt, 6%, -18%, -9%, 16%, 88
#37 CC(=O)n1cc(Nc2ccc([N+](=O)[O-])cc2)c2ccccc21
  0.8, -0.3%, 0.8%, -22%, -4.5%, 1%, -18%, -4%, 6%, 34
#38 CS(=O)(=O)N(CC(=O)Nc1ccccc1Sc1ccccc1)c1ccc(F)cc1
  2.6, 0.7%, -0.1%, 10%, -1.8%, 11%, -17%, -4%, 21%, 37
#39 COc1ccc(CCNC(=O)CC2Oc3ccc(Cl)cc3NC2=O)cc1OC (stereo not drawn)
  -2.5, -0.2%, 3.1%, 4%, 3.2%, 4%, 7%, 6%, 4%, 61
#40 COc1ccccc1CN1C[C@@H]2C[C@@H](c3cccc(C)n3)N3CCC[C@@]23C1=O
  -0.1, 0.0%, 5.7%, -16%[20 µM], 0.4%, 4%, -33%, 1%, 10%, 34
#41 CCOc1cccc(N(C(=O)C2COc3ccccc3O2)C(C(=O)NC2CCCCC2)c2ccc(O)cc2)c1 (stereo not drawn)
  2.4, -0.2%, 0.0%, 31%, 3.9%, -11%, -25%, -15%, 4%, 52
#42 COCCNC(=O)CSc1cc(-c2ccccc2)c2ccc(OC)cc2n1
  7.2, -0.2%, -0.4%, 23%, 1.6%, 4%, -25%, 3%, 7%, 53
#43 COc1ccc(CNC(=O)COC(=O)c2ccc3c(c2)OCCO3)cc1
  -0.1, -0.1%, 2.1%, -16%, 1.0%, 9%, -4%, -4%, -3%, 39
#44 NNC(=O)/C(=N/Nc1ccccc1)S(=O)(=O)c1ccc(Cl)cc1
  0.4, -0.1%, -6.3%, 29%, 2.0%, 4%, -47%, -3%, 0%, 47

Profiles, quoted from the list:
Results for COCCNC(=O)CSc1cc(-c2ccccc2)c2ccc(OC)cc2n1 = NTR1 agonist: 7.2; GPR55 beta-arrestin: -0.2%; UTI89 phage lysis: -0.4%; KOR beta-arrestin-1: 23%; KOR beta-arrestin-2: 1.6%; Rac1 GTP hydrolysis: 4%; NOD1 inhibition: -25%; GPR35 arrestin U2OS: 3%; GPR55 LPI antagonism: 7%; NTR1 agonist cell count 20 µM: 53
Results for O=S(=O)(Cc1ccccc1)Oc1ccccc1 = NTR1 agonist: 0.9; GPR55 beta-arrestin: -0.1%; UTI89 phage lysis: 0.2%; KOR beta-arrestin-1: -5%; KOR beta-arrestin-2: 0.5%; Rac1 GTP hydrolysis: 5%; NOD1 inhibition: -9%; GPR35 arrestin U2OS: -3%; GPR55 LPI antagonism: -14%; NTR1 agonist cell count 20 µM: 87

Only part of the results is shown, so the mix of outcomes need not match the whole.
